Mito fusion yeast = qHTS Assay for Small Molecule Inhibitors of Mitochondrial Division or Activators of Mitochondrial Fusion | AID 485298, 2010 | hit rate 0.23% among 320,000 | S. cerevisiae fusion-defective mutant growth rescue, CellTiterGlo 48 h | Potency, µM (highest dose often 46.1 µM), for inactives: at the top dose growth rescue (activation), actives largely listed as activators;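 also: potency is read from the fitted curve at half-maximal effect; % of control where 0% means no effect; nearly all actives have a fitted effect of over 45% in size; temperature-sensitive fusion mutants such as fzo1-1 at 37 °C on non-fermentable ethanol glycerol medium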
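Growth-rescue viability read-out: after 48 h at the non-permissive 37C in glycerol/ethanol YPEG, yeast mitochondrial fusion mutants are measured by CellTiterGlo luminescence; compounds (23 nl pinned per well) restoring growth score as division inhibitors or fusion activators.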
a7 integrin act = qHTS for Activators of Integrin-Mediated Alleviation for Muscular Dystrophy | Potency, µM (highest dose often 38.3 µM), inactives show at the top dose activation, most hits filed as activators | alpha7betagal myoblasts, beta-gal FDG fluorescence, 48 h | hit rate 0.064% among 350,000;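 also: potency is read from the fitted curve at half-maximal effect; 100% = response of the positive control SU9516; nearly all actives have a fitted effect of over 60% in size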
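alpha7betagal+/- myoblasts (passage 13, 250/well) treated 48 h at 37C with compounds at 1:260 dilution of DMSO stock. Lysed, then beta-galactosidase activity read as FDG fluorescence (ex 480/em 540) after 30 min, with pre-read for autofluorescence.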
TSHR antag = Antagonists of the Thyroid Stimulating Hormone Receptor: HTS campaign | AID 504810, 2011 | activity change, negative = inhibition, % at 11.5 µM | TSHR-expressing cells, TSH-stimulated cAMP HTRF, 2 h; hits give low values | Thyrotropin receptor (Homo sapiens), P16473 | hit rate 0.2% among 330,000;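 active = activity change below a set negative limit, meaning inhibition stronger than a set level, cut at about -70% in these data; inconclusive = activity change between two set negative limits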; also: % is scaled to controls: 0 for no effect and ±100 for the full control effect
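Competitive HTRF cAMP read-out (cryptate anti-cAMP antibody, cAMP-d2; 30 min, room temperature) in freshly harvested TSHR cells. Compounds added before TSH at EC80 (4nM final), followed by 2 hours' incubation at 37 deg C.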
MBNL1-CUG inh = qHTS Assay for Inhibitors of MBNL1-poly(CUG) RNA binding; Muscleblind-like protein 1 (Homo sapiens), Q9NR56; TR-FRET MBNL1-His/biotin-(CUG)12 binding, 665/545 ratio; Potency, µM (doses to about 57.5 µM), without a hit: top-dose activity change, negative = inhibition, actives largely listed as inhibitors; hit rate 0.036% among 280,000; AID 2675, 2010; active = well fitted inhibition curve with a large enough effect in the signal ratio, with a control signal flat, not every such curve was filed as active; inconclusive = small, poorly fitted or top-dose-only effect, or effect the other way, or a change in a side signal; inactive = no such curve, though single readings can be large or run the other way; the % refers to the signal ratio; also: potency is read from the fitted curve at half-maximal effect; % is scaled to controls: 0 for no effect and ±100 for the full control effect
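Compounds (final 92 nM to 58 uM) are added to His-tagged MBNL1 and biotin-(CUG)12, then terbium anti-His antibody and streptavidin-XL665 (5 nM final). After 60 min at room temperature, the 665/545 nm ratio is read.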
Menin-MLL TR inh = qHTS Assay for Inhibitors Targeting the Menin-MLL Interaction in MLL Related Leukemias: Competition With Texas Red Labeled MLL-derived Mutant Peptide; O00255; Menin + Texas Red MLL mutant peptide, fluorescence polarization; Potency, µM (doses to about 61.6 µM), for the others: top-dose FP activity change, negative = inhibition, actives largely listed as inhibitors; hit rate 0.23% among 270,000; active = well fitted inhibition curve with a large enough effect in the polarisation, with a control signal flat, not every such curve was filed as active; inconclusive = small, poorly fitted or top-dose-only effect, or effect the other way, or a change in a side signal; inactive = no such curve, though single readings can be large or run the other way; the % refers to the polarisation; also: potency is read from the fitted curve at half-maximal effect; % of control where 0% means no effect; many of its hits are not listed in these tables
Target sequence (O00255 whole entry, looked up): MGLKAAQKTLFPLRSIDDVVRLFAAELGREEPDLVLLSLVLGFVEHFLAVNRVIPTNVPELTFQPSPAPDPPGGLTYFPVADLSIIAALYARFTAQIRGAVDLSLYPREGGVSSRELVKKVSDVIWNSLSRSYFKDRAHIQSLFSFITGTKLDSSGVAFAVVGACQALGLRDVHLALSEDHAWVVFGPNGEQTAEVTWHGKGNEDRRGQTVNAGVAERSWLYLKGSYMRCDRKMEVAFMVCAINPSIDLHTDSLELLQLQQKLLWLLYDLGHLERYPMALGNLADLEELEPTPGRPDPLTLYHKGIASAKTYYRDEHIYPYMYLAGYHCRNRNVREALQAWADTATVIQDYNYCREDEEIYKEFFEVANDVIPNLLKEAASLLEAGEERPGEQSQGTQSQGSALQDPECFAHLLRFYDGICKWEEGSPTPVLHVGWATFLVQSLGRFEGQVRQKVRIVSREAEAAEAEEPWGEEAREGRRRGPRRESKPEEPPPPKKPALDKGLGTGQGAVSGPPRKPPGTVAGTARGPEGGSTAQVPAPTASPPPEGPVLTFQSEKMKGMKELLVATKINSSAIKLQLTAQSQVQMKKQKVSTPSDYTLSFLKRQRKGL
A-T KAP1 phos = qHTS Assay for Identifying a Potential Treatment of Ataxia-Telangiectasia | hit rate 0.19% among 320,000 | […] A-T fibroblasts, KAP-1 phosphorylation AlphaLISA; neocarzinostatin DNA damage 30 min before lysis | Potency, µM (titrated, usually from 57.5 µM), for inactives: at the highest dose activation, actives largely listed as activators; also: potency is read from the fitted curve at half-maximal effect; % of control where 0% means no effect; nearly all actives have a fitted effect of over 45% in size
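hTERT-immortalized A-T patient fibroblasts ([…]), 500 cells/well in OPTI-MEM, 1% FBS, got compounds for 60 min, then NCS for 30 min at 37C. Lysates were then assayed for phospho-KAP-1 by AlphaLISA (anti-pKAP1 donor, anti-KAP1 acceptor beads), 6 hr at 25C.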
ASM inhibitor = Inhibitors of Secretory Acid Sphingomyelinase (S-ASM): qHTS; placental ASM, HMU-PC fluorogenic substrate, 60 min; AID 504937, 2011; Sphingomyelin phosphodiesterase (Homo sapiens), P17405; hit rate 0.006% among 340,000; Potency, µM (highest dose often 57.5 µM), without a hit: at the highest dose activity change, negative = inhibition, usual class: inhibitors; also: potency is read from the fitted curve at half-maximal effect
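HMU-PC0 cleavage (9 uM final) by human placental ASM, 60 min at 37 °C following 10 min compound exposure at RT; stopped at pH 10, fluorescence Ex 386/Em 447 nm.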
CXXC DNA block = qHTS Fluorescence Polarization Assay for Inhibitors of MLL CXXC domain - DNA interaction; MLL-CXXC / FITC-HOXA9 DNA fluorescence polarization; Histone-lysine N-methyltransferase 2A (Homo sapiens), Q03164; AID 2662, 2010; hit rate 0.037% among 290,000; Potency, µM (doses to about 115 µM), inactives show at the top dose activity change, negative = inhibition, most hits filed as inhibitors; active = well fitted inhibition curve with a large enough effect in the polarisation, with a control signal flat, not every such curve was filed as active; inconclusive = small, poorly fitted or top-dose-only effect, or effect the other way, or a change in a side signal; inactive = no such curve, though single readings can be large or run the other way; the % refers to the polarisation; also: potency is read from the fitted curve at half-maximal effect
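Purified MLL-CXXC (added from a 7 uM solution) was preincubated 5 min at ambient with pinned compounds in 50 mM Tris-HCl pH 7.5, 50 mM NaCl, 1 mM DTT, 0.05% BSA. Fluorescein-labeled HOX-A9 DNA (50 nM solution) followed, 30 min, then polarization read.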
TCR act = Activators of T cell receptors: qHTS campaign | 330,000 tested, under 10 active | Potency, µM (highest dose often 9.22 µM), without a hit: at the highest dose activation of IL-2 secretion, hits mostly activators | AID 504894, 2011 | primary human leukocytes, anti-CD3, IL-2 HTRF, 48 h; also: % of control where 0% means no effect
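IL-2 release read by HTRF sandwich (Eu cryptate donor, d2 acceptor, 665 nm emission) after 48 hr exposure of primary human leukocytes to compound together with anti-CD3 beads in the absence of co-stimulatory signals.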
TSG101-PTAP inh = qHTS Assay for Iinhibitors of HIV-1 Budding by Blocking the Interaction of PTAP/TSG101. Tumor susceptibility gene 101 protein (Homo sapiens), Q99816. Fluorescence polarization, FITC-PTAP peptide / Tsg101 binding. Potency, µM (titrated, usually from 115 µM), for inactives: at the top dose activity change, negative = inhibition, usual class: inhibitors. 340,000 tested, under 10 active; active = well fitted inhibition curve with a large enough effect in the main read-out, with a control signal flat, not every such curve was filed as active; inconclusive = small, poorly fitted or top-dose-only effect, or effect the other way, or a change in a side signal; inactive = no such curve, though single readings can be large or run the other way; also: potency is read from the fitted curve at half-maximal effect; % of control where 0% means no effect
Target sequence (Q99816 whole entry, looked up): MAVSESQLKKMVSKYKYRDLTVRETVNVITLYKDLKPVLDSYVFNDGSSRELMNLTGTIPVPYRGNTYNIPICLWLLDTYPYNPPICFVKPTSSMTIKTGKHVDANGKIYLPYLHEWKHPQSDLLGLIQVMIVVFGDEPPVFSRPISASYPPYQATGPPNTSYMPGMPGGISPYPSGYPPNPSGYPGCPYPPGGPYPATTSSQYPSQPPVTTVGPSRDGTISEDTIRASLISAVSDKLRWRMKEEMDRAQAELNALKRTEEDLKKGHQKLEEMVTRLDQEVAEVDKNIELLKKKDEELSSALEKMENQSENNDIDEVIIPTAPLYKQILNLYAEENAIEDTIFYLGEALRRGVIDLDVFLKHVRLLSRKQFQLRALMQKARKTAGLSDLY
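Tsg101 binding domain (10 uM final) was mixed with compound and a FITC-labeled PTAP peptide (50 nM final) in HEPES pH 7.5 buffer with NaCl, Tween 20, EDTA and TCEP; fluorescence polarization was read after 20 min at r.t.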
Starred values were filed as active, the others as inactive; ? = inconclusive; . = no result given; [ ] = another dose, or the depositor's remark. Unless noted, calls follow the shape of the dose curve; as a rule, active = well fitted curve in the direction sought with a large enough effect; inconclusive = small, poorly fitted or top-dose-only effect, or another doubt; inactive = no such curve, though single readings can be large; an effect the other way counts as inactive or inconclusive. An excerpt; rates above refer to the full screens.

SMILES	Mito fusion yeast	a7 integrin act	TSHR antag	MBNL1-CUG inh	Menin-MLL TR inh	A-T KAP1 phos	ASM inhibitor	CXXC DNA block	TCR act	TSG101-PTAP inh
c1ccc(Cn2cc(CN3CCCO3)c(-c3ccc4c(c3)OCO4)n2)cc1	-1%	0%	10	-1%	3%	-2%	3%	-4%	2%	-2%
Cc1cc(NC(=O)c2cc(-c3cccs3)nc3ccccc23)no1	1%	-44%	1	12%	-13%	10%	205%[activator]	-1%	-1%	-2%
CCCn1cc(SCC(=O)Nc2ccc3c(c2)OCO3)c2ccccc21	18%	-7%	-3	-5%	8%	2%	-6%	0%	-6%	-1%
CCOC(=O)CSc1ccc(C(=O)N2CCN(C)CC2)cc1[N+](=O)[O-]	-8%	16%	-4	?	-2%	-3%	0%	-3%	4%	0%
CC(C)(CC(=O)OCC(=O)Nc1ccccc1F)CC1=NS(=O)(=O)c2ccccc2N1	-6%	16%	1	0%	.	12%	-2%	-5%	1%	-2%
N/C(=N\NS(=O)(=O)c1cc(C(F)(F)F)cc(C(F)(F)F)c1)c1ccccn1	7%	-14%	5	-26%	.	4%	0%	-10%	7%	-4%
COc1ccc(Br)cc1C(=O)Nc1ccc(C(=O)O)cc1	9%	-7%	10	3%	-11%	-3%	-2%	8%	1%	-9%
O=C(OCC1OC(n2ccc(=O)[nH]c2=O)C2OC12)c1ccccc1 (stereo not drawn)	.	-21%	.	.	.	.	11%	.	1%	-3%
Cc1c(N=CC=Nc2c(C)n(C)n(-c3ccccc3)c2=O)c(=O)n(-c2ccccc2)n1C	2%	.	11	-5%	2%	9%	.	-3%	.	.
O=S(=O)(NCC(c1ccco1)N1CCN(c2ccccc2F)CC1)c1ccc(F)cc1 (stereo not drawn)	28%	13%	5	11%	-10%	17%	-2%	-1%	-5%[46.1 µM]	-3%
COc1ccc(S(=O)(=O)N2CCCCCC2)cc1C(=O)N1CCN(c2ccccc2C)CC1	?	-2%	11	.	.	10%	4%	.	-1%	0%
Cc1ccc(C)c2c1cc(C)c1nnc(SCC(=O)NCc3ccc4c(c3)OCO4)n12	8%	15%	-14	.	-11%	-1%	3%	-2%	-1%	-6%
COc1ccc(/C=N/NC(=O)CCOc2ccccc2C)cc1OC	.	-24%	8	0%[11.5 µM]	-9%	-1%	-1%	-1%	2%[46.1 µM]	-7%
COc1ccc(CCNC(=O)c2ccc(OCc3c(C)noc3C)c(OC)c2)cc1	.	4%	-14	.	.	3%	-2%	.	-5%	0%
COc1ccc(C2C(C#N)=C(/N=C/N3CCN(C)CC3)OC3=C2C(=O)CC(C)(C)C3)cc1OC (stereo not drawn)	-2%	-8%	1	-5%	-14%	-5%	0%	5%	-6%	-10%
O=C(CCCN1C(=O)c2ccccc2C1=O)Oc1ccc(F)cc1	3%	30%	0	11%	12%	0%	1%	?	.	.
CCCCC(=O)NC(=S)Nc1cc(C(=O)O)ccc1OC	-3%	2%	-6	-8%	0%	1%	3%	4%	2%	-4%
COc1ccc(-n2c3c(cc(C(=O)N4CCC(C)CC4)c2=O)C(=O)CC(C)(C)C3)cc1	10%	-33%	8	11%	1%[11.7 µM]	-16%	1%	0%	10%	0%
Cc1cc(C)c(C#N)c(SCC(=O)Nc2nonc2N)n1	1%	-23%	14	19%	19%	11%	2%	-4%	2%	-2%
CCCCCCCC(=O)N/N=C(\C)c1ccc(O)cc1O	-30%	-3%	27	-1%[11.5 µM]	8%	0%	0%	7%	-2%[46.1 µM]	-3%
O=C(CN1CCN(CC(=O)Nc2ccc(-c3ccccc3)cc2)CC1)Nc1ccc(F)cc1	1%	-28%	-6	1%	-10%	0%	4%	37%	9%	1%
COC(=O)C1(CCSC)NC(c2ccccc2OC)C2C(=O)N(C)C(=O)C21 (stereo not drawn)	-2%	-4%	-6	-2%	2%	4%	0%	0%	4%	-5%
CCn1c(SCC(N)=O)nc2c1c(=O)n(C)c(=O)n2C	-1%	14%	6	-8%	-6%	5%	5%	-2%	-3%	1%
C[C@@H](CC#N)CN1CC[C@H](C(C)(C)C)CCC1=O	1%	1%	6	3%	-24%	-6%	7%	3%	1%	-4%
CCOC(=O)c1ccc(S(=O)(=O)NCC(c2ccc(N(C)C)cc2)c2c[nH]c3ccccc23)cc1 (stereo not drawn)	12%	-32%	0	.	0%	-2%	-3%	?	-1%[46.1 µM]	3%
(listing goes on)
SMILES	Mito fusion yeast	a7 integrin act	TSHR antag	MBNL1-CUG inh	Menin-MLL TR inh	A-T KAP1 phos	ASM inhibitor	CXXC DNA block	TCR act	TSG101-PTAP inh
O=C(CNc1ccc2c(c1)OCO2)N/N=C\c1cn(Cc2ccc(F)cc2)c2ccccc12	7%	.	22	2%	?	-6%	.	2%	14%[46.1 µM]	.
COc1ccc(CC2SC(=Nc3ccc(F)cc3)NC2=O)cc1 (stereo not drawn)	9%	-16%	3	-3%	-4%	0%	-1%	0%	-5%	-1%
CC(=O)O[C@]1(C(C)=O)CCC2C3CCC4=C/C(=N/OCC(=O)O)CC[C@]4(C)C3CC[C@@]21C (stereo partly drawn)	-2%	-23%	-9	-6%	-2%	2%	7%	-3%	7%	-5%
COc1ccc(N2CCN(C(=S)NCCc3ccccc3)CC2)cc1	.	-8%	.	.	.	.	-6%	.	-26%	1%
O=C(NCc1ccco1)c1ccc(S(=O)(=O)N2CCCCCC2)cc1	-6%	-40%	23	.	.	7%	5%	.	-2%	-4%
CCOc1ccc(CCNC(=O)CCC(=O)N2CCOc3ccc(C)cc32)cc1OCC	2%	-6%	3	8%	-22%	-1%	6%	.	-3%	0%
COC(=O)c1ccc(/C=N/OCC(=O)NC2CCCCCCC2)cc1	21%	-10%	-15	5%	?	3%	-16%	3%	10%	-1%
Cc1csc(N/N=C/c2ccccc2F)n1	-17%	0%	3	5%	7%	2%	1%	1%	-1%	-6%
O=C(Nc1ccc(O)cc1)/C(=C\C=C\c1ccccc1)NC(=O)c1ccccc1	0%	-27%	3	?	.	-4%	-16%	0%	1%	-12%
O=C(NCCO)c1c(O)c2cccc3c2n(c1=O)CC3	-1%	-14%	4	-14%	-13%	11%	0%	-13%	6%	-10%
O=C(CCCc1ccccc1)NC1CC1	-2%	-23%	15	-11%	5%	13%	3%	9%	-3%[46.1 µM]	-8%
CC(C)NC(=O)c1cnc(N2CCN(c3ccccn3)CC2)c2ccccc12	1%	13%	3	?	-13%	1%	1%	-7%	-11%	-7%
Cc1ccc(NS(=O)(=O)c2c(C)noc2C)cc1	6%	-25%	-6	2%	15%	-2%	-1%	-7%	5%	0%
Cc1ccc(OCC(=O)Nn2cnnc2)c(Br)c1	2%	-2%	2	-3%	-4%	-3%	3%	-7%	-6%[46.1 µM]	-3%
CC(C)OC(=O)CSc1nnc2n1C(C)(C)Cc1ccccc1-2	3%	0%	29	-4%	-2%	4%	7%	6%	-6%	-4%
O=C(CSCC(=O)N1CCN(c2ccccc2)CC1)Nc1nc(-c2ccc(Cl)s2)cs1	2%	-16%	-39	4%	0%	-13%	-13%	5%	5%	-4%
Cc1cccc2cc(C(c3nnnn3C3CCCC3)N3CCOCC3)c(=O)[nH]c12 (stereo not drawn)	-5%	16%	6	14%	-14%	4%	1%	-8%	-7%	-5%
COc1ccccc1CN1C[C@@H]2C[C@@H](c3[nH]c4c(C)cccc4c3C)N3CCC[C@@]23C1=O	5%	12%	-14	9%	-11%	-1%	4%	2%	12%	-7%
Cc1ccc2c(CC(=O)NC3CCCc4ccccc43)coc2c1 (stereo not drawn)	-4%	?	-12	?	3%	8%	10%	2%	7%[46.1 µM]	-1%
O=C(NCCN1CCN(c2cccc(Cl)c2)CC1)C1CCCN(S(=O)(=O)c2cnc[nH]2)C1 (stereo not drawn)	1%	-1%	3	1%	1%	-7%	2%	3%	3%	1%
COc1cccc(NC(=O)CSc2nnc(NC(=O)c3ccco3)s2)c1	-2%	18%	3	-1%	.	-1%	-3%	5%	0%	.
